# Ec RNAP inh = blocks E. coli RNA polymerase transcription; fluorescence transcription assay; inhibition, %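 (tested at 10 µM)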; 62,000 tested, 0.2% active; in the data active means inhibition above about 20%;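 further: 0% = enzyme without compound and 100% = no enzyme blank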
# Hsp90 block = displaces geldanamycin probe from tumor Hsp90. P07900. AID 429. 64,000 tested, 0.35% active. NCI-N417 lysate Hsp90, Cy3B-geldanamycin FP displacement. inhibition, % at 30 µM;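 active means inhibition above 50%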;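 further: 0% = tracer plus lysate wells and 100% = tracer alone without lysate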
# D1 mod = allosterically modulates the human D1 dopamine receptor. HEK293 D1, CRE-luciferase, dopamine EC30 potentiation; actives deviate in either direction. P21728. 58,000 tested, 5.9% active. B-score at 10 µM;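 active means luminescence count or its row- and column-corrected plate score outside the 99.7% band of the plate's sample wells, on either side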
# Target sequence (P21728 whole entry, looked up): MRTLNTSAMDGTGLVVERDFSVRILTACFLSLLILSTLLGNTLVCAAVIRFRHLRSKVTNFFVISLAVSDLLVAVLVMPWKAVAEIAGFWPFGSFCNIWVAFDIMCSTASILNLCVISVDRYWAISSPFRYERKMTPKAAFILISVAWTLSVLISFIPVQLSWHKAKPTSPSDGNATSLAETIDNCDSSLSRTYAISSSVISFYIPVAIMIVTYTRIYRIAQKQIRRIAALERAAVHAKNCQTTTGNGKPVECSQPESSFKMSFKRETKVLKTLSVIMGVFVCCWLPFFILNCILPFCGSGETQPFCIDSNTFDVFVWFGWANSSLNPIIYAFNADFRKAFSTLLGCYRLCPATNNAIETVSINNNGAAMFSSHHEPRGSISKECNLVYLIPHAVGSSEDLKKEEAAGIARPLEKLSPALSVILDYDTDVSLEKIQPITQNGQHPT
# NADH enzymes = inhibitors of enzymes used to reach an NAD/NADH endpoint; coupled PK/LDH NADH assays, four targets; IC50, µM (top dose mostly 10 µM), inactives show at the top dose inhibition; 65,000 tested, 0.02% active;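 active means single-dose screening hits from any of four coupled enzyme assays that gave an IC50 when retested across doses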;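 further: the DPM-DC format reads NADH fluorescence rather than 340 nm absorbance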
# 5HT1a ag = 5-HT1a (human) receptor agonism | P08908 | activation, % at 10 µM | 65,000 tested, 0.56% active | CHO 5-HT1a Ga15 NFAT-bla reporter, FRET ratio; 0% basal, 100% maximal reference agonist | AID 567;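 active means activation above the screen-wide mean activation plus 3 SD, cut at about 19% in these data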;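 further: 0% = DMSO wells and 100% = 5-CT at EC100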
# Target sequence (P08908 whole entry, looked up): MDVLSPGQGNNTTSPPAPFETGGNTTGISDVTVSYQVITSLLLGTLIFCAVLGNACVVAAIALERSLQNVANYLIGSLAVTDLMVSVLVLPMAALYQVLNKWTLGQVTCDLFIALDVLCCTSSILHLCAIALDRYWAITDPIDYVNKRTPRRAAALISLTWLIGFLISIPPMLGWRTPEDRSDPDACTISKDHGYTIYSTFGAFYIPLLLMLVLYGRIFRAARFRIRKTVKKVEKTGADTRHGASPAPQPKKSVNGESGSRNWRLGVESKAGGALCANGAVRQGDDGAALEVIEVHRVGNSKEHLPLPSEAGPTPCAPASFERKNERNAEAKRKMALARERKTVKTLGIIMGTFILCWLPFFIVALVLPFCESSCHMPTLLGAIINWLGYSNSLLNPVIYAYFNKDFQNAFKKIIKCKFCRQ
# Autofluor 339 = intrinsic fluorescence of library compounds, ex339/em460 – biochemical, MLSMR library, data from DPM-DC assay, artefact control, profiling panel; compound autofluorescence, ex339/em460 nm, NADH buffer; stronger effect = higher value; 1 = no-compound wells, NADH background; fluorescence fold increase at 10 µM; 65,000 tested, 5.5% active; AID 709;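 active means at 10 µM, mean starting fluorescence two-fold or more over control wells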;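 further: signal is the first read of a kinetic run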
# M1 antagonist = blocks the rat M1 muscarinic receptor response to acetylcholine | B-score at 10 µM | 64,000 tested, 3.4% active | P08482 | CHO-M1 cells, Fluo-4 calcium, ACh EC80 antagonist mode; stronger effect = lower value | AID 628;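 active means calcium fluorescence response, raw or row-and-column corrected B-score, differing from the plate sample mean either way at a set confidence level, mostly lower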
# M1 ag = activates the M1 muscarinic receptor; 64,000 tested, 3% active; B-score at 10 µM; CHO-M1 cells, Fluo-4 calcium fluorescence, agonist mode; stronger effect = higher value;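 active means fluorescence rise, raw or as B-score row- and column-corrected plate score, outside the 99.7% band of its plate's samples, either direction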
# Her2 expr inh = Her2 kinase expression inhibition | HER2 level % of control, % at 10 µM | SKBR-3 HER2 protein level, AlphaScreen, 18-24 h; stronger effect = lower value | 65,000 tested, 0.69% active | P04626;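 active means HER2 level under 5% of the carrier-only control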;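 further: 100% = DMSO carrier and 0% = 500 nM PU-H71 HSP90 inhibitor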
# Active calls of the source: *; . = no result given. The order is random. About 16% of those tested had a hit in this group.
# Order of results – Ec RNAP inh, Hsp90 block, D1 mod, NADH enzymes, 5HT1a ag, Autofluor 339, M1 antagonist, M1 ag, Her2 expr inh
[1] O=C(CCc1ccccc1)Nc1ncc2c(n1)CCCC2=O
 : 6.8, -2.6, 0.00649, 5.0%, -5.1, 1.1, 1.05, 0.178, 150.8
[2] O=C(Nc1cccc(Cl)c1)N1CCN(Cc2ccccc2)CC1
 : 12.5, -0.1, -0.394, 2.0%, 1.1, 0.98, 1.11, -0.958, 87.2
[3] CCCNS(=O)(=O)c1cccc2cccnc12
 : 8.8, -3.5, ., 2.0%, -1.7, 1.07, 0.0709, -0.0249, 107.2
[4] Cc1oc2nc(SCC(=O)NCc3cccnc3)nc(N)c2c1C
 : 2.5, -3.2, 1.62, 9.0%, -3.1, 1.09, 0.318, -0.0641, 97.3
[5] CCOC(=O)COc1ccc(N)cc1CC(NC(C)=O)(C(=O)OCC)C(=O)OCC
 : 9.3, -4.2, -0.548, 4.0%, 0.3, 1.05, -0.352, -0.137, 80.2
[6] COCCCNC(=O)CSC1=Nc2ccccc2C2=NC(CC(=O)NCc3ccccc3)C(=O)N12 (centres undefined)
 : 1.2, -4.2, -0.0644, 15.0%, -1.0, 3.44*, -2.51*, 0.0328, 113.7
[7] CCC(CC)C(=O)Nc1cc(C(=O)OC)cc(C(=O)OC)c1
 : 0.4, -13.5, 1.38, 3.0%, -1.5, 1.14, 0.455, 0.393, 99.6
[8] CCNS(=O)(=O)c1ccc(NC(=O)Nc2cccc(OC)c2)cc1
 : ., -0.7, ., 3.0%, -3.8, 1.09, -0.827, 2.45, 94.8
[9] CCOc1ccc(NS(=O)(=O)c2ccc3[nH]c(=O)oc3c2)cc1
 : 0.3, 2.3, -0.1, 2.0%, -1.9, 1.06, -0.0819, -1.2, 89.8
[10] CC1(C)Cc2[nH]c(=O)c(C#N)cc2CS1
 : 2.9, -3.5, ., 15.0%, -0.2, 1.33, 0.269, 0.00701, 80.5
[11] CCCCCn1c(SCC#N)nc2cc(C(=O)NC3CCCCC3)ccc2c1=O
 : -0.3, 4.0, 0.148, 6.0%, -1.6, 1.18, 0.405, -0.412, -19.7*
[12] CC(OC(=O)c1ccc2ccccc2n1)C(=O)Nc1ccc(N2CCOCC2)cc1 (centres undefined)
 : 10.5, -2.4, -0.0479, 5.0%, -1.5, 1.09, 1.15, -0.542, 116.1
[13] COc1ccc(C(=O)NCCn2cc(SCC(=O)N3CCOCC3)c3ccccc32)cc1
 : 6.5, -5.6, 0.329, 2.0%, -1.1, 1.11, -0.148, -1.47, 146.2
[14] Cc1ccc(N2CCN(c3cc(C)nc4nc(C)nn34)CC2)c(C)c1
 : 8.2, 2.3, ., 6.0%, 0.6, 1.09, 0.0173, 0.441, 84.4
[15] Cc1ccc(NS(=O)(=O)c2ccc(CCC(=O)N3CCOCC3)cc2)cc1
 : 5.0, -4.3, 0.0233, 6.0%, 0.0, 1.08, -0.0603, 0.5, 80.1
[16] C/C(Cl)=C/Cn1c(SC(C)C)nc2c1c(=O)[nH]c(=O)n2C
 : 9.9, -0.1, 32*, 5.0%, 3.0, 1.13, -1.38, -0.662, 83.5
[17] CCOc1ccc(-c2nnc3sc(COc4ccc(Cl)cc4)nn23)cc1
 : 6.0, -1.9, 0.0272, 3.0%, -1.4, 1.07, -0.988, -0.0518, 105.2
[18] CC(O)CNc1nc2c(c(=O)n(C)c(=O)n2C)n1C/C=C/c1ccccc1 (centres undefined)
 : 4.1, -1.9, -0.097, 7.0%, 3.1, 1.16, -0.758, -0.254, 78.9
[19] Cc1ccc(S(=O)(=O)C2(C(=O)Nc3cccc(F)c3)CC2)cc1
 : 7.4, -0.5, 0.246, 8.0%, -3.7, 1.08, 0.0219, 1.26, 112.0
[20] COc1ccc(CCNC2CC(C)N(C)CC2C)cc1OC (centres undefined)
 : 3.6, 1.6, ., 4.0%, -0.2, 1.01, -0.208, -0.955, 187.6
[21] Cc1cccc(Cn2c(=O)c3c(nc4n3CCN4Cc3ccco3)n(C)c2=O)c1
 : -0.3, -2.5, -0.25, 7.0%, -2.5, 1.15, 0.191, -0.55, 49.4
[22] Cc1ccc(-c2nc(CS(=O)CC(=O)NCCC(C)C)c(C)o2)cc1 (centres undefined)
 : 4.3, -0.8, -0.273, 3.0%, 0.8, 1.01, -0.293, -0.162, 124.1
[23] C=CCn1c(SCC(=O)Nc2ccccc2)nnc1-c1cccc(S(=O)(=O)N2CCOCC2)c1
 : 6.1, -0.4, 0.0501, 5.0%, 0.2, 1.11, 0.881, 2.47, 98.8
[24] O=C(Oc1ccc(-c2nc(-c3ccccn3)no2)cc1)c1ccccc1
 : 8.2, -2.5, -2.61*, 5.0%, 1.5, 1.09, -0.73, -0.483, 106.3
[25] COc1ccccc1-n1c(SCC(=O)Nc2ccc(F)cc2)nc2c(c1=O)SCC2
 : 7.2, -4.9, -0.966, 4.0%, 1.5, 1.06, 1.08, -0.0378, 105.9
[26] Cc1ccc2nc(S(=O)(=O)O)[nH]c2c1
 : 2.1, -2.4, -0.843, 6.0%, -3.8, 1.1, 0.144, -0.511, 124.7
[27] Cc1cc(N2C(=O)C(=O)/C(=C(/O)c3ccc(Cl)cc3)C2c2cccc(Br)c2)no1 (centres undefined)
 : 6.2, -5.0, 0.696, 3.0%, 3.2, 1.03, 0.0445, 0.00757, 75.3
[28] O=C(Nn1cc(C(=O)N2CCN(c3ccccc3F)CC2)c2ccccc2c1=O)c1cnccn1
 : 2.7, ., ., 2.0%, -2.0, 1.03, -0.898, -0.895, 96.7
[29] Cc1ccccc1C(=O)NC1CC(C)(C)NC(C)(C)C1
 : 6.7, -1.4, -0.212, 8.0%, -2.5, 1.1, -0.348, -0.158, 148.9
[30] COc1ccc(C2C(C#N)=C(N)OC(C(C)(C)C)=C2C#N)cc1OC (centres undefined)
 : 5.7, -1.1, 3.18, 6.0%, -3.0, 1.12, -0.407, 0.367, 137.6
[31] CC(=O)Nc1ccc(S(=O)(=O)NC(CC(=O)N(C)Cc2ccccc2)C(C)C)cc1 (centres undefined)
 : 3.7, -4.0, -0.229, 2.0%, -1.3, 1.09, -0.155, 0.141, 115.5
[32] Cc1cccc(-n2nnnc2SCn2nnc3ccccc3c2=O)c1
 : -7.3, 1.0, 0.0405, 5.0%, 3.2, 1.1, 0.517, 0.149, 96.0
[33] CC(NC(=O)c1cn(C)c2ccc(S(=O)(=O)N3CCCC3)cc2c1=O)c1ccc2c(c1)OCCO2 (centres undefined)
 : 7.0, -0.8, -0.535, 2.0%, -0.5, 1.02, -0.56, 1.09, .
[34] Cc1cccc(C)c1NC(=O)Cn1cnc2c(=O)n(C)c(=O)n(C)c21
 : -7.2, -1.4, ., 6.0%, -0.4, 1.14, 0, 0.231, 93.0
[35] O=C(c1ccco1)N1CCN(C/C=C/c2ccccc2)CC1
 : 2.8, -3.6, -0.145, 4.0%, 2.6, 1.04, 0.15, 0.0376, 119.7
[36] C=CCn1c(SCC(=O)C(C)(C)C)nnc1-c1ccccn1
 : 2.9, -0.7, -0.188, 1.0%, -4.5, 1.04, 0.433, -0.385, 75.5
[37] COc1ccc(NC(=O)COc2ccccc2C#N)c(S(=O)(=O)N2CCCCC2)c1
 : 11.1, -4.3, -0.337, 3.0%, 1.1, 1.04, -1.58, 4.41*, 69.0
[38] O=C(CN1C(=O)NC2(CCCCC2)C1=O)NCCC1=CCCCC1
 : 5.5, -2.1, ., 5.0%, -2.6, 0.96, 0.638, 0.0353, 102.3
[39] CN(C)C(=O)N1CCC(C(=O)NCc2ccc(F)cc2Cl)CC1
 : 1.1, -1.6, 3.9*, 6.0%, -2.4, 1.05, -0.272, 1.3, 108.8
[40] Cc1nn(-c2ccccc2)c2[nH]c(=O)c(CNCC3CCCO3)cc12 (centres undefined)
 : 3.9, -0.2, ., 5.0%, -1.6, 1.2, -0.196, 0.00538, 88.5

# Remaining list, next part
item	mol	Ec RNAP inh	Hsp90 block	D1 mod	NADH enzymes	5HT1a ag	Autofluor 339	M1 antagonist	M1 ag	Her2 expr inh
41	Cc1ccc(S(=O)(=O)Nc2cc(C(=O)NCCN(C)C)ccc2N2CCCCC2)cc1	5.7	-0.3	-2.37	8.0%	-0.7	1.3	0.582	-0.137	76.9
42	CCc1nnc(NC(=O)CSc2ncnc3c2oc2ccccc23)s1	9.2	-1.6	-0.0138	1.0%	-1.1	1.11	-0.0159	-0.533	112.2
43	Cc1nn(-c2ccccc2)c(C)c1NC(=O)c1cccs1	-8.0	6.4	-0.107	1.0%	-3.2	1.19	0.602	0.0928	113.2
44	COc1ccc(C)cc1NC(=O)c1cc2c(CO)cnc(C)c2oc1=N	6.3	1.0	0.526	5.0%	-1.7	1.05	0.473	-0.215	93.8
45	COC(=O)c1ccsc1NC(=O)c1ccc(Cl)s1	0.7	-3.2	3.15	6.0%	1.2	1.46	-0.58	-0.127	33.8
46	CC(=O)Nc1cc(-c2nn3c(C)nnc3s2)ccc1C	8.0	-4.4	-0.0636	5.0%	-2.8	1.06	0.707	0.365	101.8
47	COc1ccc2oc(=O)cc(C)c2c1	5.8	-3.4	0.196	5.0%	0.0	2.62*	0.0479	1.62	80.7
48	O=C(c1ccc2c(c1)OCCO2)N(c1ccccn1)C1CCCCC1	2.6	-1.5	-0.279	3.0%	-2.5	1.14	0.00213	-0.0915	77.8
49	CCOC(=O)c1c(C(=O)OCC)c(C)n(N2C(=O)CSC2=S)c1C	2.6	-16.7	-0.0815	3.0%	-1.5	1.03	-0.404	-0.5	75.7
50	c1cncc(Oc2cccc(Oc3cccnc3)c2)c1	2.2	-1.6	1.78	3.0%	-1.3	1.05	0.769	-0.987	132.3
51	NC(=O)COC(=O)c1ccc(Oc2ccccc2)cc1	10.0	-0.8	0.841	7.0%	-2.6	1.05	-0.576	-0.0424	134.3
52	CC(=O)C1=C(O)C(=O)N(CCc2c[nH]c3ccccc23)C1c1cccc(O)c1 (centres undefined)	4.7	-5.4	.	4.0%	-1.2	1.06	-1.67	0.622	96.6

# Whole records from above. Screens in order: Ec RNAP inh, Hsp90 block, D1 mod, NADH enzymes, 5HT1a ag, Autofluor 339, M1 antagonist, M1 ag, Her2 expr inh
# Shown for CC(=O)C1=C(O)C(=O)N(CCc2c[nH]c3ccccc23)C1c1cccc(O)c1 (centres undefined) : 4.7, -5.4, ., 4.0%, -1.2, 1.06, -1.67, 0.622, 96.6
# Shown for O=C(c1ccc2c(c1)OCCO2)N(c1ccccn1)C1CCCCC1 : 2.6, -1.5, -0.279, 3.0%, -2.5, 1.14, 0.00213, -0.0915, 77.8
# Shown for c1cncc(Oc2cccc(Oc3cccnc3)c2)c1 : 2.2, -1.6, 1.78, 3.0%, -1.3, 1.05, 0.769, -0.987, 132.3
# Shown for CCOC(=O)c1c(C(=O)OCC)c(C)n(N2C(=O)CSC2=S)c1C : 2.6, -16.7, -0.0815, 3.0%, -1.5, 1.03, -0.404, -0.5, 75.7
# Shown for CC(=O)Nc1cc(-c2nn3c(C)nnc3s2)ccc1C : 8.0, -4.4, -0.0636, 5.0%, -2.8, 1.06, 0.707, 0.365, 101.8

# The results go on.
item	mol	Ec RNAP inh	Hsp90 block	D1 mod	NADH enzymes	5HT1a ag	Autofluor 339	M1 antagonist	M1 ag	Her2 expr inh
53	COc1cc2c(C(=O)NCc3ccccn3)cn(CC(C)C)c(=O)c2cc1OC	1.0	-2.0	0.877	3.0%	0.9	1.15	-0.27	-0.793	107.7
54	COC(=O)C(NC(C)=O)(Nc1ccccc1)C(=O)OC	.	-2.9	.	4.0%	0.5	1.03	-0.466	0.749	62.8
55	O=C1CC(c2ccc(F)cc2)Cc2nc(N3CCOCC3)ncc21 (centres undefined)	0.0	0.4	1.01	9.0%	-1.9	1.07	-0.197	-0.912	103.1
56	Oc1ccccc1Nc1ncnc2c1oc1ccccc12	3.0	-2.0	2.09	4.0%	-3.3	1.34	-1.23	0.604	40.2
